Source: PubChem BioAssay
PI5P4Ka inh – qHTS for Inhibitors of phosphatidylinositol 5-phosphate 4-kinase (PI5P4K); Phosphatidylinositol 5-phosphate 4-kinase type-2 alpha (Homo sapiens), P48426; PI5P4Kalpha enzyme, ADP-Glo luminescence, 60 min; hits give low values; max response, %; 330,000 tested, 1.2% active; active means max response of -50% or lower; inconclusive means between -30% and -50%; inactive means -30% or higher; further: value at the top dose of about 77 µM; on the % scale 0 is the no-effect control and ±100 the full control effect
Target sequence (P48426 whole entry, looked up): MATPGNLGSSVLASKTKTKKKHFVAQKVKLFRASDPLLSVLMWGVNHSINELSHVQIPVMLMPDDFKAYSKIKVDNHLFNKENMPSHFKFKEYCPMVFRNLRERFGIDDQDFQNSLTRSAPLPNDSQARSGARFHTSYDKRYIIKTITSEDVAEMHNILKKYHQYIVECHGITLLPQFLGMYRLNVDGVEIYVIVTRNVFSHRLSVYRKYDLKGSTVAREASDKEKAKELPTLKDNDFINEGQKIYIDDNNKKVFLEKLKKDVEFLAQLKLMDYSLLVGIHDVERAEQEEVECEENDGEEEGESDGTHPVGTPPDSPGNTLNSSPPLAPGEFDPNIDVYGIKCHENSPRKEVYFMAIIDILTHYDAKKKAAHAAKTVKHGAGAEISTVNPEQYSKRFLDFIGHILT
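Enzyme plus substrate dispensed, test compounds pinned in, then ATP (5 microM final) added. After 60 min at RT, ADP-Glo reagent 1 for 45 min and reagent 2 for 30 min preceded luminescence imaging.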
EPAC1 antag – qHTS for Antagonist of cAMP-regulated guanine nucleotide exchange factor 3 (EPAC1): primary screen; Potency, µM (highest dose often 115 µM), for the others: at the top dose activity change, negative = inhibition, most hits filed as inhibitors; 360,000 tested, 0.14% active; Rap guanine nucleotide exchange factor 3 (Homo sapiens), O95398; AID 720709, 2013; EPAC1 GEF assay, Rap1b-BODIPY-GDP exchange fluorescence;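 further: potency means the concentration at half of the fitted maximal effect; plate controls were vehicle for no effect and positive control for full effect; nearly all actives have a fitted effect of over 50% in size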
Abeta rescue – qHTS for compounds that reverse cellular toxicity of Amyloid beta (A-beta) peptide in yeast: Primary Screen; yeast expressing A-beta42, growth rescue, OD600, 48 h; response scale: 0% DMSO, 100% iron-clioquinol control; Potency, µM (titrated, usually from 46.1 µM), for the others: at the top dose growth rescue, usual class: activators; 410,000 tested, 0.063% active; further: potency means the concentration at half of the fitted maximal effect; nearly all actives have a fitted effect of over 55% in size
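Yeast A-beta toxicity model in growth medium with pinned compounds, 48 h at 30 C; growth read as absorbance at 600 nm. Normalized to FeCl3/clioquinol equimolar mix (positive) and DMSO (negative).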
FUS suppressor – qHTS for Suppressors of FUS Proteinopathy: Primary screen using FUS-linked yeast assay. S. cerevisiae FUS-expressing, growth rescue, OD600, 24 h. Potency, µM (doses to about 76.6 µM), without a hit: at the highest dose growth rescue (activation), most hits filed as activators. 390,000 tested, 0.24% active. AID 1347120, 2019;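 further: potency means the concentration at half of the fitted maximal effect; plate controls were DMSO vehicle for no effect and reference control for full effect; nearly all actives have a fitted effect of over 55% in size; some results filed as inactive show a strong effect at the top dose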
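Galactose (2%) drives FUS expression in yeast precultured in raffinose; seeding density OD 0.005. Test compounds incubated 24hr at 30C and 99% humidity before absorbance at 600 nm was measured.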
EPAC1 ag – qHTS for Agonist of cAMP-regulated guanine nucleotide exchange factor 3 (EPAC1): primary screen. EPAC1 agonist qHTS, biochemical assay; response scale: 100% = response to 6.5 mM cAMP. AID 720707, 2013. Rap guanine nucleotide exchange factor 3 (Homo sapiens), O95398. Potency, µM (series often up to 154 µM), for inactives: at the top dose activation, usual class: activators. 360,000 tested, 0.073% active; further: potency means the concentration at half of the fitted maximal effect; nearly all actives have a fitted effect of over 60% in size
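Compounds were pinned as a concentration titration into mixtures of EPAC1 (100 nM), BODIPY-GDP-loaded Rap1B (250 nM) and GDP (50 uM). After 5 min at room temperature, fluorescence was followed for 30 min; activity was scaled to 6.5 mM cAMP.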
WRN inhibitor – qHTS for Inhibitors of WRN Helicase. WRN helicase unwinding, fluorescent forked duplex, kinetic. Bifunctional 3'-5' exonuclease/ATP-dependent helicase WRN (Homo sapiens), Q14191. 360,000 tested, 0.46% active. Potency, µM (top dose mostly 114 µM), for inactives: top-dose activity change, negative = inhibition, most hits filed as inhibitors; further: potency means the concentration at half of the fitted maximal effect; on the % scale 0 is the no-effect control and ±100 the full control effect; nearly all actives have a fitted effect of over 55% in size
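Kinetic red-fluorescence monitoring (525/598 nm) tracks WRN helicase activity after 100 nM fluorophore-quencher forked duplex and 2 mM ATP are added to 20 nM enzyme pretreated 15 min at room temperature with compound.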
IL-2 act – qHTS of IL-2 Activators. IL-2 activation reporter assay, cell-based qHTS; stimulated with anti-CD3/CD4/CD28 beads; in transgenic mouse T cells. activation, % (series mostly up to about 46 µM). 360,000 tested, 0.065% active. AID 652025, 2013; in the data active means activation above about 50%; inconclusive means mostly about 30% to 49%; further: 0% is about no effect
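Unstimulated transgenic mouse T cells preincubated 60 min with compound, then stimulated with anti-CD3/anti-CD4-coated beads plus anti-CD28 for 18 h at 37 degrees C. IL-2 response read as EGFP and DsRed fluorescence by plate cytometry.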
aSyn rescue – qHTS of alpha-syn Inhibitors. Yeast expressing alpha-synuclein, growth rescue, BacTiter-Glo, 24 h. Potency, µM (doses to about 46.1 µM), for the others: at the top dose growth rescue (activation), actives largely listed as activators. 370,000 tested, 0.14% active. AID 652106, 2013; further: potency means the concentration at half of the fitted maximal effect; % of control where 0% means no effect; nearly all actives have a fitted effect of over 65% in size
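Readout is rescue of growth in alpha-synuclein-expressing yeast, so inhibitors of toxicity appear as activators. Growth after 24 hr at 30 deg C in galactose medium is quantified by luminescence.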
PLK1 PBD block – qHTS for Inhibitors of PLK1-PDB (polo-like kinase 1 - polo-box domain): Primary Screen. Potency, µM, for the others: max response, negative = inhibition, usual class: inhibitors. 360,000 tested, 2.8% active. Plk1 PBD binding of FITC phosphopeptide, fluorescence polarization. Serine/threonine-protein kinase PLK1 (Homo sapiens), P53350; further: potency means the concentration at half of the fitted maximal effect; series mostly up to about 57 µM; on the % scale 0 is the no-effect control and ±100 the full control effect; nearly all actives have a fitted effect of over 65% in size
Target sequence (P53350 whole entry, looked up, the tested form may be a part): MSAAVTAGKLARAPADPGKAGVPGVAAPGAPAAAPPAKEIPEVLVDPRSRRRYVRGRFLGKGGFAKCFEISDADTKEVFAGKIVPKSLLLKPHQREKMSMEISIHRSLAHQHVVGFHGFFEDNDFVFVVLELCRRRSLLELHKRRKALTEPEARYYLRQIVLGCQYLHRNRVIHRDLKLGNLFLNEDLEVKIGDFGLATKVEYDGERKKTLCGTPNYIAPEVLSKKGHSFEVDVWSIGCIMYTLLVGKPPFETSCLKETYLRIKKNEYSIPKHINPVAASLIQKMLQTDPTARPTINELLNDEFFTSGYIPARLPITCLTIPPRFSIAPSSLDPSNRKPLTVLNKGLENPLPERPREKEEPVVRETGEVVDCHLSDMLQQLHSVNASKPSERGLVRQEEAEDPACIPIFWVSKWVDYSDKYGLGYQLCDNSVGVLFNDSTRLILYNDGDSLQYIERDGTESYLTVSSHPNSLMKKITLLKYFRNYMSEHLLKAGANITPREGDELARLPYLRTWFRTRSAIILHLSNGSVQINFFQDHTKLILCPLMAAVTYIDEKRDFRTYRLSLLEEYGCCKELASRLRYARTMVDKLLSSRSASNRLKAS
An asterisk follows results filed as active; ? = inconclusive; . = not tested or not shown; & = joins results of further samples; [ ] = dose if it differs, or a comment. Unless noted, the call rests on the fitted dose curve; in most records, active means well fitted curve in the direction sought with a large enough effect; inconclusive means small, poorly fitted or top-dose-only effect, or another doubt; inactive means no such curve, though single readings can be large; an effect the other way counts as inactive or inconclusive.

SMILES | PI5P4Ka inh | EPAC1 antag | Abeta rescue | FUS suppressor | EPAC1 ag | WRN inhibitor | IL-2 act | aSyn rescue | PLK1 PBD block
Cc1onc(-c2ccccc2Cl)c1C(=O)NCc1ccco1 | . | -28% | -7% | 34% | -19% | -22%[57.1 µM] | 0.4 | 0% | -18%
COc1ccc(CCNC(=O)C2CCN(S(=O)(=O)N3CCCCCC3)CC2)cc1OC | . | 21% | 9% | 14% | 1% | -9% | -1.3 | -9% | 1%
COc1ccc(NC(=O)N(C)C[C@H]2Oc3c(NC(=O)c4nc5ccccc5s4)cccc3C(=O)N([C@@H](C)CO)C[C@H]2C)cc1 | 7 | -7% | 8% | 16µM* | -3% | -2% | 0.6 | -7% | -10%
C[C@H](CO)N1C[C@H](C)[C@@H](CN(C)S(=O)(=O)c2cn(C)cn2)Oc2ccc(NS(=O)(=O)c3ccccc3)cc2C1=O | -12 | -7% | 7% | 13% | 4% | -4% | -0.5 | 5% | -7%
Cc1c(Br)c([N+](=O)[O-])nn1CC(=O)N(C)Cc1ccccc1 | -2 | ? | 5% | -2% | 12% | -2% | -0.4 | 2% | -10%
CC1CCC(C(=O)NC(C(=O)N2CCN(c3ccccn3)CC2)C(C)C)CC1 (stereo unspecified) | -1 | -3% | -25% | . | -4% | 4% | -0.6 | -1% | -8%
O=C(NCCN1CCN(c2ccccc2Cl)CC1)Nc1ccccc1 | -6 | 2% | 0% | 13% | -3% | -10% | 1.0 | 4% | -4%
CC(=O)Nc1ccc(/C=C/c2ccc3cccc([N+](=O)[O-])c3n2)cc1 | -5 | -22% | 1% | 23% | -5% | -1% | -0.1 | 2% | -30%
COC(=O)[C@H]1C[C@@]2(O)CN(S(=O)(=O)c3ccc(C)cc3)C[C@@]2(OC(=O)NCC2CCCCC2)C[C@H]1C(=O)OC | -3 | 7% | 4% | 25% | -13% | -8% | -0.1 | -1% | -1%
CCOC(=O)C1=C(N)N2C(=O)C(C)SC2=C(C(=O)OCC)C1c1ccccc1 (stereo unspecified) | 0 | 4% | 2% | -5% | 5% | -5%[57.1 µM] | 0.3 | -9% | -7%
COC(=O)Cn1c2ccc(OC)cc2c2nc(C)sc21 | 2 | -19% | -9% | 10% | 5% | 1% | 6.0 | -7% | -17%
O=C(CN1C(=O)c2cccc3cccc1c23)NC1CCCCC1 | 3 | 8% | 3% | 1% | -5% | -8% | -0.1 | -1% | 1%
COc1ccccc1-c1nnc(SCC(=O)N2CC(C)CC(C)C2)o1 (stereo unspecified) | 7 | 6% | -4% | 8% | 1% | 0% | -0.2 | 13% | 0%
Cc1cc(C(=O)N/N=C/C=C/c2cccc([N+](=O)[O-])c2)n[nH]1 | 0 | -7% | -10% | -16% | -15% | 0% | -1.6 | -1% | -4%
CCN1C(=O)CC(NCc2ccc(S(N)(=O)=O)cc2)C1=O (stereo unspecified) | 0 | 2% | 8% | 5% | 3% | 5% | 3.0 | 0% | -5%
COCC(=O)Nc1nc(-c2ccccc2)ns1 | . | 1% | 6% | 23% | 1% | -5% | 0.0 | 1% | 0%
CC(C)[C@@H](C(=O)NCC1CCC(C(=O)O)CC1)n1nnc2ccccc2c1=O (stereo partly specified) | -3 | -12% | -11% | 1% | 4% | 2% | -3.0 | 1% | -13%
CCOC(=O)C1CCCN(C(=O)c2cc(-c3ccc(C)cc3)on2)C1 (stereo unspecified) | . | -5% | -16% | 19% | 5% | -9% | 1.4 | -5% | 1%
COc1ccc(NC(=O)COc2coc(CN3CCN(c4ccccc4)CC3)cc2=O)cc1 | -25 | 11% | 5% | 16% | 3% | -14% | -4.7 | -6% | -2%
CC(=O)Nc1ccc(NC(=O)c2ccc(CSc3ccccc3)o2)cc1 | -4 | -7% | -10% | 11% | -1% | -1% | -3.2 | 0% | -16%

Rewritten tab-delimited: part of the list above.
structure	PI5P4Ka inh	EPAC1 antag	Abeta rescue	FUS suppressor	EPAC1 ag	WRN inhibitor	IL-2 act	aSyn rescue	PLK1 PBD block
COCC(=O)Nc1nc(-c2ccccc2)ns1	.	1%	6%	23%	1%	-5%	0.0	1%	0%
CC(C)[C@@H](C(=O)NCC1CCC(C(=O)O)CC1)n1nnc2ccccc2c1=O (stereo partly specified)	-3	-12%	-11%	1%	4%	2%	-3.0	1%	-13%

Other records.
SMILES | PI5P4Ka inh | EPAC1 antag | Abeta rescue | FUS suppressor | EPAC1 ag | WRN inhibitor | IL-2 act | aSyn rescue | PLK1 PBD block
CC(C)Cc1nnc(NC(=O)CSc2nc(-c3ccccc3)cc(=O)[nH]2)s1 | -9 | -14% | 3% | 15% | -6% | -1% | -0.2 | -1% | -1%
Cc1ccc(S(=O)(=O)N2CCN(C(=O)c3n[nH]c4ccccc34)CC2)cc1 | 0 | 2% | -3% | 14% | -6% | -3% | 0.7 | -5% | -1%
CN(C)C1=NC(=O)/C(=C\c2ccccc2)S1 | -1 | 8% | -4% | -23% | 0% | 1% | 0.9 | 4% | 3%
O=C(O)COc1c(-c2ccccc2)oc2ccccc2c1=O | . | 17% | -6% | 4% | -8% | -19% | -1.0 | 17% | -4%
Cc1ccc(-c2cc(N)n3nc(-c4ccc(C)cc4)cc3n2)cc1 | 0 | 2% | 13%&17% | -13% | -4% | -25% | -3.7 | -5% | 0%
c1cc2c(cc1Cn1cnnn1)OCO2 | -6 | -1% | 1% | 14% | 7% | 5% | -0.9 | -6% | -26%
COc1ccc(OCC(=O)NCCNC(=O)c2cccnc2)cc1 | -1 | 6% | 1% | -3% | 7% | 0% | 1.1 | 0% | -3%
COC(=O)[C@]1(C)N[C@H](CN(C)S(=O)(=O)c2ccccc2)[C@@H]2C(=O)N(Cc3ccccc3)C(=O)[C@@H]21 | 6 | -24% | 8% | -2% | 14% | -4% | -0.6 | 0% | -11%
CC(C)(C)c1ccc(OCC(=O)NC2CCS(=O)(=O)C2)cc1 (stereo unspecified) | . | 3% | 27% | 1% | -3% | 3% | -1.2 | 0% | -3%
COC(=O)c1ccc(C(=O)N2CCCC(C)(C(=O)NS(=O)(=O)C3CC3)C2)cc1 (stereo unspecified) | -2 | 1% | 0% | -10% | -16% | 1% | 0.1 | -3% | -5%
CC(C)(C)NC(=O)c1ccc2c(c1)N(CC(=O)N1CCN(c3ccccc3F)CC1)C(=O)C(C)(C)O2 | . | -6% | 5% | 27% | 0% | 6% | -0.2 | 0% | -7%
COC(=O)C1C(O)=C(C=Nc2ccc3ccccc3c2)C(=O)CC1(C)C (stereo unspecified) | -4 | 13% | -9% | -41% | -10% | 7% | -0.5 | -21% | -5%
CCN(c1ccccc1)S(=O)(=O)c1ccc(OCC(=O)Nc2cc(C)on2)cc1 | -3 | 11% | 14% | 1% | -9% | 5% | -0.1 | -6% | -2%
O=C(c1cc2c(ccc3ccccc32)oc1=O)N1CCCC1 | -6 | 9% | -6% | 13% | -3% | 3% | 0.2 | 2% | 3%
CCNC(=O)C1(C)CCCN(C(=O)COCc2ccccc2)C1 (stereo unspecified) | 3 | -16% | -6% | -29% | 0% | 9% | 0.6 | 0% | 4%
Cc1c(C(c2cc(O)ccc2O)c2c(C)n(C)n(-c3ccccc3)c2=O)c(=O)n(-c2ccccc2)n1C | -1 | 11% | 7% | 23% | -4% | 2%[57.1 µM] | -1.4 | -8% | -15%
O=C(COc1ccc(/C=N/NC(=O)c2ccc(O)cc2)cc1)Nc1ccc([N+](=O)[O-])cc1 | -21 | -6% | 2% | 4% | -9% | -8%[11.6 µM] | 0.4 | 1% | -14%
Cc1cc(C)n(CC(=O)NNC(=O)CCCOc2ccc(Cl)c(C)c2)n1 | -4 | -13% | 6% | . | 4% | ? | -4.8 | 1% | -9%
CCCCN(C)c1c(C)nc2ccc(C(=O)NCc3ccc4c(c3)OCO4)cn12 | 1 | -18% | 12% | -3% | -11% | 10%[57.1 µM] | -0.7 | 6% | -6%
CCC1CN(C(=O)NCc2cccc(OC)c2)c2ccccc2O1 (stereo unspecified) | 10 | 0% | 15%&0% | 25%&12% | 2% | -3% | -2.4 | 4% | 2%

4 entries from above, sorted by the number in PLK1 PBD block, smallest number first.
structure	PLK1 PBD block
O=C(COc1ccc(/C=N/NC(=O)c2ccc(O)cc2)cc1)Nc1ccc([N+](=O)[O-])cc1	-14%
CC(C)(C)NC(=O)c1ccc2c(c1)N(CC(=O)N1CCN(c3ccccc3F)CC1)C(=O)C(C)(C)O2	-7%
COC(=O)C1C(O)=C(C=Nc2ccc3ccccc3c2)C(=O)CC1(C)C (stereo unspecified)	-5%
O=C(c1cc2c(ccc3ccccc32)oc1=O)N1CCCC1	3%

Compounds were not picked by outcome; any-hit rate near 4.1%.
